ELG1 genotox: inducers of genotoxicity in HEK293T ELG1-luciferase cells; HEK293T ELG1-luciferase reporter, luminescence, 16 h; Potency, µM (titrated, usually from 46 µM), inactives show top-dose activity change, positive = activation, actives largely listed as activators; hit rate 1.3% among 330,000; also: potency is read from the fitted curve at half-maximal effect; % of control where 0% means no effect; nearly all actives have a fitted effect of over 60% in size
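After overnight (16 hr) compound treatment at 37 °C, ELG1-luciferase HEK293T cells were lysed with ONE-Glo; luminescence quantified 30 min later at room temperature.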
Eya2 inh: Eya2 (human) phosphatase inhibition. O00167. Potency, µM (titrated, usually from 76.9 µM), inactives show at the top dose activity, negative = inhibition, actives largely listed as inhibitors. hit rate 0.006% among 330,000. recombinant Eya2, OMFP fluorescence dephosphorylation (OMFP is methylfluorescein phosphate); also: potency is read from the fitted curve at half-maximal effect; % is scaled to controls: 0 for no effect and ±100 for the full control effect
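Eya2 protein (added as 0.2 uM solution) was preincubated with compound for 10 min at ambient temperature in 50 mM HEPES pH 7.5, 50 mM NaCl, 5 uM MgCl2, 0.05% BSA, 1 mM DTT. OMFP (added at 50 uM) then reacted 10 min; fluorescence read at 485/525 nm.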
USP2a block: inhibitors of human ubiquitin-specific protease USP2a | Potency, µM (series often up to 38.3 µM), for inactives: at the top dose activity change, negative = inhibition, usual class: inhibitors | USP2 core, Ub-CHOP2 coupled fluorogenic reporter, 485/531 | O75604 | AID 463254 | hit rate 0.01% among 330,000;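 also: potency is read from the fitted curve at half-maximal effect; plate controls were DMSO wells for no effect and full inhibition by NEM control for full effect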
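Cell-free coupled assay: 10nM USP2 core preincubated 30min RT with compound in Tris-HCl pH 8.0/CaCl2/CHAPS buffer, then 25nM Ub-CHOP2 and 25nM reporter substrate; fluorescence (Ex 485/Em 531) read after 60min RT, normalized to NEM inhibition, concentration-response curves fitted.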
ASM inhibitor: inhibitors of human secretory acid sphingomyelinase; Potency, µM (doses to about 57.5 µM), for inactives: top-dose activity change, negative = inhibition, usual class: inhibitors; placental ASM, HMU-PC fluorogenic substrate, 60 min; hit rate 0.006% among 340,000; P17405; also: potency is read from the fitted curve at half-maximal effect
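Steps: dispense placental human ASM, pin compound, wait 10 min at room temperature, add HMU-PC0 substrate at 9 uM final, incubate 60 min at 37 °C, add stop solution raising pH to 10, read fluorescence.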
p53 reactivator: mutant p53 re-activation in reporter cells; Potency, µM (highest dose often 92.2 µM), for the others: at the top dose activity change, positive = activation, usual class: activators; H1299 p53-A138V BP100-luciferase reporter, luminescence, 24 h; AID 504706; hit rate 0.063% among 320,000; also: potency is read from the fitted curve at half-maximal effect; % of control where 0% means no effect; nearly all actives have a fitted effect of over 45% in size
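H1299 (p53-null), stable ts p53-A138V + BP100-Luc; 1000 cells/well, Opti-MEM/10% FBS; cpd 4 pt, 1:5; 24 h, 37 deg C, 5% CO2; detection reagent 10 min RT; luminescence.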
BRCA1 expr act: activators of BRCA1 expression | MCF7-BRCA1-FFLuc reporter, luminescence, 48 h; response scale: scaled: vehicle 0%, 10 µM genistein 100% | Potency, µM (highest dose often 46.1 µM), without a hit: at the top dose activation, hits mostly activators | hit rate 1.1% among 380,000; also: potency is read from the fitted curve at half-maximal effect; nearly all actives have a fitted effect of over 80% in size; some results filed as inactive show a strong effect at the top dose
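MCF7 cells carrying a BRCA1-firefly luciferase reporter (2000 cells/well, phenol-red free MEM) were attached for 2 h at 37 °C, then given compounds for 48 h. Luminescence was read 15 min after luciferase reagent; activity normalized to genistein (10 microM) and DMSO.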
B2AR arrestin: recruits beta-arrestin to the human beta2-adrenergic receptor; AID 492947; hit rate 0.02% among 330,000; beta-arrestin recruitment to beta2AR, cell-based reporter; Potency, µM (top dose mostly 46.1 µM), without a hit: top-dose activation, most hits filed as activators;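 also: potency is read from the fitted curve at half-maximal effect; 0% = DMSO controls and full agonism = EC100 isoproterenol or metaproterenol; nearly all actives have a fitted effect of over 65% in size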
Target sequence (P07550 whole entry, looked up): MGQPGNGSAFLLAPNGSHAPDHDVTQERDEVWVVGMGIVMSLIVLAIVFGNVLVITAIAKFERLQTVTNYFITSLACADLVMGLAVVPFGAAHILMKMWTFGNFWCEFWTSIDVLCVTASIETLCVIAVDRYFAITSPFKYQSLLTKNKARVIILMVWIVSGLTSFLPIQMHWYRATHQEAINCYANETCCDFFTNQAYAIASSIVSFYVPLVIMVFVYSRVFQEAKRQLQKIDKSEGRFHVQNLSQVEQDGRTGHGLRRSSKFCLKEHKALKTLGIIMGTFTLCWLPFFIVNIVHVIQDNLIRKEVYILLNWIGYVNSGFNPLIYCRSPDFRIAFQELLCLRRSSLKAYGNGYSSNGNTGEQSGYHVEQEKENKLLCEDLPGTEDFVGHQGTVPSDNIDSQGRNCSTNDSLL
uPA generation: inhibitors of cell surface uPA generation; cell surface uPA generation assay, qHTS; Potency, µM (highest dose often 38.3 µM), without a hit: top-dose activity change, negative = inhibition, most hits filed as inhibitors; hit rate 0.31% among 330,000; AID 540303; active = well fitted inhibition curve with a large enough effect; inconclusive = small, poorly fitted or top-dose-only effect; inactive = no such curve, though single readings can be large or run the other way; tested in mouse RAW 264.7 cells; also: potency is read from the fitted curve at half-maximal effect; % is scaled to controls: 0 for no effect and ±100 for the full control effect; nearly all actives have a fitted effect of over 55% in size
PTAP TSG101 blk: blocks PTAP/TSG101 interaction to inhibit HIV-1 budding; Q99816; Fluorescence polarization, FITC-PTAP peptide / Tsg101 binding; Potency, µM (doses to about 115 µM), without a hit: at the highest dose activity change, negative = inhibition, hits mostly inhibitors; 340,000 tested, under 10 active; AID 493005; active = well fitted inhibition curve with a large enough effect in the main read-out, with a control signal flat, not every such curve was filed as active; inconclusive = small, poorly fitted or top-dose-only effect, or effect the other way, or a change in a side signal; inactive = no such curve, though single readings can be large or run the other way; also: potency is read from the fitted curve at half-maximal effect; % of control where 0% means no effect
Target sequence (Q99816 whole entry, looked up): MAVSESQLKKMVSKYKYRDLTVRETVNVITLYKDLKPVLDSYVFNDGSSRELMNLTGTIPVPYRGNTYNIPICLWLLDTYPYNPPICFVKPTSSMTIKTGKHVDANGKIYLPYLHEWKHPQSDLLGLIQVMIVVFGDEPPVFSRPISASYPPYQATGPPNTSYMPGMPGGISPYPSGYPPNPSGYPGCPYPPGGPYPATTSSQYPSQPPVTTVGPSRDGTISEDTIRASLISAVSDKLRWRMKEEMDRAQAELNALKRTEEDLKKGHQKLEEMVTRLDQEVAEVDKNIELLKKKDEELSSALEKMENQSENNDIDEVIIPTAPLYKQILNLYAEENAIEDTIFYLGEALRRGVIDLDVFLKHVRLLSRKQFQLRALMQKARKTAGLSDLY
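Tsg101 binding domain (10 uM final) was mixed with compound and a FITC-labeled PTAP peptide (50 nM final) in HEPES pH 7.5 buffer with NaCl, Tween 20, EDTA and TCEP; fluorescence polarization was read after 20 min at r.t.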
TRPV1 agonist: human TRPV1 agonism; TRPV1-expressing cells, Fluo-8 calcium influx, agonist mode; Q8NER1; AID 540275; hit rate 0.19% among 320,000; activation, % at 8.33 µM; in the data active = activation above about 80%; inconclusive = between about 30% and that limit; also: 0% is about no effect
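Fluo-8 calcium influx in TRPV1-expressing cells, kinetic read (ex 480/em 520 nm). Compound added and read 3 min for agonist activity, followed by capsaicin at EC20 final and 2 min further read for enhancement.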
a7 integrin act: activates integrin-mediated alleviation for muscular dystrophy; AID 624291; alpha7betagal myoblasts, beta-gal FDG fluorescence, 48 h; hit rate 0.064% among 350,000; Potency, µM (top dose mostly 38.3 µM), without a hit: at the highest dose activation, usual class: activators;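 also: potency is read from the fitted curve at half-maximal effect; 100% = response of the positive control SU9516; nearly all actives have a fitted effect of over 60% in size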
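alpha7betagal+/- myoblasts (passage 13, 250/well) treated 48 h at 37C with compounds at 1:260 dilution of DMSO stock. Lysed, then beta-galactosidase activity read as FDG fluorescence (ex 480/em 540) after 30 min, with pre-read for autofluorescence.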
Numbers without * were called inactive; ? = inconclusive; . = no result given; & = joins results of further samples; [ ] = dose if it differs, or a comment. Unless noted, calls follow the shape of the dose curve; as a rule, active = well fitted curve in the direction sought with a large enough effect; inconclusive = small, poorly fitted or top-dose-only effect, or another doubt; inactive = no such curve, though single readings can be large; an effect the other way counts as inactive or inconclusive.

Value order – ELG1 genotox	Eya2 inh	USP2a block	ASM inhibitor	p53 reactivator	BRCA1 expr act	B2AR arrestin	uPA generation	PTAP TSG101 blk	TRPV1 agonist	a7 integrin act
- CSc1ncc(CN2CCN(C3CCCCC3)C(CCO)C2)cn1 (stereo not given)
 : -1%	6%	1%	5%	3%	-18%	0.5%	2%	0%	3	-29%
- COc1ccccc1N(Cc1ccccc1)S(=O)(=O)c1cccc(C(=O)NC2CC(C)(C)NC(C)(C)C2)c1
 : -34%[inhibitor]	7%	-1%	-1%	13%	-86%	-0.1%	-6%	0%	-4	-57%[inhibitor]
- CC(C)(C)NC(=O)c1ccc(NC(=O)CSc2ccccc2)cc1
 : 3%	-9%	-7%	0%	1%	-8%	0.0%	19%	-4%	-1	10%
- COc1cc(NC(=O)CCc2ccccc2)c(C(=O)O)cc1OC
 : -2%	-10%[15.4 µM]	0%	4%	4%	0%	0.1%	-3%	-6%	0	0%
- O=C(CSc1ncnc2c1oc1ccccc12)NCc1ccc(F)cc1
 : 8%	10%	-2%	-2%	3%	0%	0.2%	0%	-2%	6	13%
- Cc1ccc(-c2nn(-c3cc(Cl)ccc3[N+](=O)[O-])c(=O)c3ccccc23)cc1C
 : -2%	-15%	0%	0%	-5%	-30%	-0.6%	-5%	-13%	6	-11%
- COC(=O)/C=C1\SC(=NC(=O)c2ccc(OC)cc2)NC1=O
 : 2%	5%	2%	-17%	3%	26%	-0.4%	-2%	0%	4	-15%
- CCc1ccccc1-n1c(-c2ccncc2)n[nH]c1=S
 : -1%	-8%	3%	3%	-9%	11%	5.5%	.	-2%	3	15%
- Cc1cccc(C)c1NC(=O)Nc1ccc(S(N)(=O)=O)cc1
 : 0%	?	2%	2%	1%	7%	0.4%	-16%	2%	1	-4%
- Cc1onc(-c2ccccc2)c1C(=O)NCc1ccc(F)cc1
 : .	.	.	2%	.	-1%	.	?	1%	.	-25%

Structural class, the compounds so far containing fluorine
Value order – ELG1 genotox	Eya2 inh	USP2a block	ASM inhibitor	p53 reactivator	BRCA1 expr act	B2AR arrestin	uPA generation	PTAP TSG101 blk	TRPV1 agonist	a7 integrin act
- O=C(CSc1ncnc2c1oc1ccccc12)NCc1ccc(F)cc1
 : 8%	10%	-2%	-2%	3%	0%	0.2%	0%	-2%	6	13%
- Cc1onc(-c2ccccc2)c1C(=O)NCc1ccc(F)cc1
 : .	.	.	2%	.	-1%	.	?	1%	.	-25%

(next part)
Value order – ELG1 genotox	Eya2 inh	USP2a block	ASM inhibitor	p53 reactivator	BRCA1 expr act	B2AR arrestin	uPA generation	PTAP TSG101 blk	TRPV1 agonist	a7 integrin act
- CCCNC(=O)CSc1nccn1Cc1ccco1
 : 1%	-2%	-3%	-3%	-2%	-4%	-0.3%	0%	1%	2	-23%
- Cc1ccc(C2SCCN2C(=O)c2ccc([N+](=O)[O-])cc2)cc1 (stereo not given)
 : -4%	-2%	3%	-3%	2%	-6%	-0.1%	-3%	-2%	16	-16%
- CCOC(=O)C1=C(C)N(C)C(=O)NC1c1c(OC)ccc2ccccc12 (stereo not given)
 : 1%	0%	-9%	-3%	-3%	-9%	6.4%	-2%	0%	0	-6%
- C=CCN(CC=C)S(=O)(=O)c1ccc(NC(=S)NC(=O)c2ccc(-c3ccccc3)cc2)cc1
 : 5%	22%	0%	-3%	0%	-21%	-0.6%	-3%	0%	20	-2%
- CCOc1ccccc1NC(=O)Cn1c(=O)n(-c2ccccc2)c(=O)c2oc3ccccc3c21
 : 2%	-1%	-2%	0%	-6%	-1%	0.3%	4%	1%	-8	-10%
- N#Cc1c(/N=C/c2ccc(-c3ccc(C(=O)O)c(Cl)c3)o2)sc2c1CCCC2
 : 8%	-5%	2%	1%	2%	-1%	0.0%	-16%	0%	-2	0%
- O=C(O)c1ccc(C(=O)O)c(C(=O)c2ccccc2)c1
 : 1%	-23%	2%	3%	-1%	8%	0.0%	1%	0%	5	7%
- O=C1CCC(=O)N1c1ccc(NCc2ccccc2Cl)c([N+](=O)[O-])c1
 : 0%	-3%	5%	-7%	-9%	-36%	0.0%	0%	-3%	1	-2%
- O=c1[nH]nc(SCCS(=O)(=O)c2ccc(F)cc2)n1-c1ccc2c(c1)OCCO2
 : 8%	8%	1%	2%	?	-27%	-0.2%	-11%	-5%	1	-57%[inhibitor]
- CCC1CCCCN1CCCNC(=O)c1ccc2c(=O)n(Cc3ccc(OC)cc3)c(=O)[nH]c2c1 (stereo not given)
 : 0%	-1%	0%	57%[activator]	1%	-36%	0.3%	3%	-6%	0	-57%[inhibitor]
- COc1cccc(C(=O)N(C)C(C)c2nc3ccccc3s2)c1 (stereo not given)
 : -12%	1%	-5%	-3%	-3%	9%	-0.3%	0%	-3%	2	-2%
- COCC(=O)Nc1ccc(OC)c(Cl)c1
 : 12%	3%	2%	2%	3%	-20%	0.0%	-6%	-5%	-2	-2%
- CCCCN(CC)CCNC(=O)C1CCCN(S(=O)(=O)c2cccc3nsnc23)C1 (stereo not given)
 : 1%	6%	2%	-1%	-1%	-4%&-8%	0.3%	-8%	-3%	-2	-17%
- Cc1ccc(CNC(=O)C(=O)NCCC2CCCCN2S(=O)(=O)c2ccc(C)cc2)cc1 (stereo not given)
 : 0%	-25%	0%	-3%	-2%	-75%	0.4%	-11%	1%	7	-18%
- O=C(O)C1CCCCC1C(=O)NCc1cn2ccccc2n1 (stereo not given)
 : -3%	21%	-1%	0%	-5%	7%	0.0%	7%	-2%	-2	-7%
- COc1ccc(/C=C2/CCOC2=O)cc1
 : 2%	-12%	1%	0%	13%	23%	-0.6%	-3%	-2%	2	4%
- O=C(NC1CCCC1)C1CC(=O)N(c2ccc(F)c(Cl)c2)C1 (stereo not given)
 : 2%	0%	-1%	2%	-7%	6%	0.5%	-6%	-4%	6	15%
- CC1CCCCN1CC(=O)Nc1ccc(N2CCCCCC2)cc1 (stereo not given)
 : -9%	-8%	-5%	-3%	-1%	-15%	0.5%	-4%	-4%	26	-23%
- CCC(=O)Nc1cc(-c2nn(C)c(=O)c3ccccc23)ccc1N1CCCCC1
 : -1%	-1%	0%	-7%	0%	-28%	-0.7%	-5%	-7%	21	41%
- Nc1nc(Nc2cccc(Cl)c2)n[nH]1
 : 2%	2%	-1%	1%	5%	10%	0.0%	-1%	-4%	4	14%

(continued)
molecule	ELG1 genotox	Eya2 inh	USP2a block	ASM inhibitor	p53 reactivator	BRCA1 expr act	B2AR arrestin	uPA generation	PTAP TSG101 blk	TRPV1 agonist	a7 integrin act
CN(C(=O)COC(=O)/C=C/c1ccc(C(F)(F)F)cc1)C1CCS(=O)(=O)C1 (stereo not given)	-5%	-9%	1%	5%	14%	0%	0.3%	-5%	0%	1	-5%
CC1CCC2(CC1)NC(=O)N(CC(=O)N1CCN(S(=O)(=O)c3ccccc3)CC1)C2=O (stereo not given)	-4%	-8%	2%	0%	4%	13%	0.0%	0%	-5%	-2	-12%
COc1ccccc1CN1CCNC(=O)C1CC(=O)NCc1csc(C)n1 (stereo not given)	-1%	8%	-3%	8%	1%	-3%	-0.5%	5%	-2%	-10	-14%
Clc1ccc(-n2nnnc2CN2CCCCC2)cc1Cl	-1%	10%	0%	2%	-4%	-27%	0.2%	.	-3%	?	10%
O=C(CCN1C(=O)c2cccc3cccc(c23)C1=O)NCc1cccnc1	1%	-2%	0%	11%	-1%	15%	-0.4%	0%	1%	5	3%
Cc1ccccc1C(=O)N1CCN(c2ccc(NC(=O)c3cccnc3Cl)cc2)CC1	-11%	0%	3%	-2%	-7%	-21%	-0.7%	-7%	4%	-2	28%
O=C(CN1CCN(c2ccccc2O)CC1)Nc1ccc2c(c1)OCCCO2	2%	5%	-1%	1%	7%	5%	0.2%	10%	-1%	-2	1%
O=C(Cc1ccccc1)Nn1c(-c2ccccc2)nc2ccccc2c1=O	-3%	9%	-1%	8%	-5%	3%	-1.1%	-7%	-5%	-1	22%
